# MRP1 act – activates MRP-1; H69AR cells + doxorubicin, viability rescue, CellTiter-Glo; viability increase, % at 10 µM; 0.61% of 140,000 active; AID 799;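 active = viability gain under doxorubicin at or above a set limit, the compound median plus 3 SD, cut at about 4.7% in these data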;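 also: MRP-1 overexpressing cells given doxorubicin 25 µM after compound pretreatment; 18-22 h compound pretreatment then 72 h with doxorubicin before readout; 0% = doxorubicin-only wells and 100% = vehicle-treated cells without doxorubicin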
# BB579 growth dn – yeast BB579 growth reduction in restrictive medium | AID 804 | inhibition, % at 10 µM | S. cerevisiae BB579 growth, OD615, 48 h | 0.51% of 140,000 active;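 active = inhibition above a set limit, 3 SD over the mean compound inhibition, cut at about 44% in these data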; also: inactives centre near -24
#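 Material: Saccharomyces cerevisiae DeaD strain BB579, replicative lifespan model yeast; buffer or medium: CSMM-D restrictive synthetic medium containing dextrose (glucose); compound: 10 µM single dose, DMSO 0.25%; timing: 48 h compound exposure at 30 °C after 4 h preincubation; signal: turbidity as optical density at 615 nm; benchmarks: positive control amphotericin B 10 µg/mL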
# PTEN del growth – PTEN-deleted cell growth suppression; HCT116 PTEN-null viability, CellTiter-Glo, 60 h; active compounds read low; viability, % at 10 µM; 1.2% of 140,000 active; AID 827;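 active = viability at or below a set limit, 4 SD under the median of all tested compounds, cut at about 3.7% in these data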;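 also: PTEN knockout HCT116 line with beta catenin targeted HCT116 as companion control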
# GALR2 antag – GALR2 (human) receptor antagonism | O43603 | GALR2-expressing cells, antagonist mode | inhibition, % at 4 µM | 0.39% of 140,000 active | AID 828; in the data active = inhibition above about 27%;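 also: cells stimulated with galanin 1-16 at roughly its EC80; 0% = agonist challenge control and 100% = basal control without agonist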
# Target sequence (O43603 whole entry, looked up): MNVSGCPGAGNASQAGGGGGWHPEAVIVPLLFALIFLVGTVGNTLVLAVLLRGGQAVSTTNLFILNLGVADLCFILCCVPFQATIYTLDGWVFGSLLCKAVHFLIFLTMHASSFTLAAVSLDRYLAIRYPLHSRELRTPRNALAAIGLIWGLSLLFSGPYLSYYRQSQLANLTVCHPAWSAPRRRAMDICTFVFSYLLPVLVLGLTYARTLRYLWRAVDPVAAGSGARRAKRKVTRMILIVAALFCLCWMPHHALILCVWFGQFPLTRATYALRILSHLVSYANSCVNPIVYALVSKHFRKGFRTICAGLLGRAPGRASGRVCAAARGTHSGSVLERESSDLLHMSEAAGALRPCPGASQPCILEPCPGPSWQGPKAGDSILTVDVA
# NPY-Y2 antag – NPY-Y2 (human) receptor antagonism. NPY-Y2 expressing cells, antagonist mode. inhibition, % at 2.7 µM. 0.99% of 140,000 active. AID 793; in the data active = inhibition above about 17%;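 also: 0% = vehicle with agonist challenge and 100% = reference antagonist with challenge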
# Target sequence (P49146 whole entry, looked up): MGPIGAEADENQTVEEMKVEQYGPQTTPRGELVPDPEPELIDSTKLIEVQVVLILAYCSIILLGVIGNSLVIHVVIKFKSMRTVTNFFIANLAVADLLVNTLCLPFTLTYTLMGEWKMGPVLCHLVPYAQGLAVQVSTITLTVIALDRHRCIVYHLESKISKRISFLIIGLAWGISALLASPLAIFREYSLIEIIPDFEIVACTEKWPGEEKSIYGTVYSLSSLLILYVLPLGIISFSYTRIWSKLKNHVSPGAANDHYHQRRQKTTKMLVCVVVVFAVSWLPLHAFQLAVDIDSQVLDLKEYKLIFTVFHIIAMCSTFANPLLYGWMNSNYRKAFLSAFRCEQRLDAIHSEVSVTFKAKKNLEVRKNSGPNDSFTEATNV
# E-sel TNF inh – blocks E-selectin expression induced by TNF alpha | 0.71% of 120,000 active | AID 1246 | inhibition, % at 2 µM | HUVEC TNFa-induced E-selectin immunofluorescence, high content;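 active = inhibition above the batch mean plus 3 SD, and confirmed as a hit on visual image review, cut at about 43% in these data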;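 also: 0% = TNF-stimulated DMSO wells and 100% = unstimulated control wells; not every result past the cut was called active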
# Phagocyt inh – blocks phagocytosis by macrophages; 0.07% of 110,000 active; J774A.1 macrophage IgG-bead phagocytosis, imaging; inhibition, % at 5 µM; AID 1029;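 active = inhibition above the mean of the plate negative controls plus 5 SD, cut at about 13% in these data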;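 also: phagocytic index as fraction of beads internalized from green versus red external bead signal; plate controls were DMSO negative control for no effect and cytochalasin-D positive control for full effect; some results beyond the cut were filed as inactive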
# bCat KO growth – beta-catenin-lacking colon tumor cell growth suppression; 1.5% of 140,000 active; HCT116 beta-catenin knockout viability, CellTiter-Glo, 60 h; active compounds read low; viability, % at 10 µM;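 active = viability at or under a set limit, the compound median less 4 SD, cut at about 6% in these data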;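 also: 0% = Hyamine 1622 control at 20 µM and 100% = untreated cell control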
# Measles CPE – protection of cells from measles virus. AID 841. Measles virus-infected cells, CPE protection, absorbance. 1.5% of 140,000 active. protection (pct of control), % at 4 µM; in the data active = protection mostly above about 24%, no sharp cut-off; inactive = mostly below about 26%; also: some compounds called inactive have numbers as strong as hits
# Yeast life ext – extends the lifespan of yeast. S. cerevisiae growth with nicotinamide, OD615; deaD strain in restrictive glucose medium. inhibition of the nicotinamide effect, % at 10 µM. 0.68% of 130,000 active;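 active = inhibition above a set limit, placed 3 SD over the median of all compounds, cut at about 26% in these data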;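 also: 0% = nicotinamide-treated wells and 100% = cells grown without nicotinamide; some compounds called inactive have numbers as strong as hits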
#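 Test system: DeaD-strain S. cerevisiae / Buffer or medium: restrictive glucose medium / Also added: nicotinamide 1.5 mM / Doses: one concentration, 10 µM, DMSO 0.25% / Schedule: 48 h at 30 °C / Signal: OD615 measurement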
# * hit, by the source's call; · = no result given.
canonical_smiles,E-sel TNF inh,Yeast life ext,bCat KO growth,PTEN del growth,GALR2 antag,Phagocyt inh,NPY-Y2 antag,MRP1 act,BB579 growth dn,Measles CPE
COc1ccc(-c2nc3c(c4nnc(SC(C)C(=O)Nc5ccc(C)cc5)n24)COC(C)(C)C3)cc1 (stereo not given),·,3,81,69,-3,·,3,2.8,-21,4
O=C1C2=C(SCCS2)C(=O)N1CCCO,-29,-19,111,89,-9,0,1,-0.8,-50,10
COc1ccc(N=C2SC(CC(=O)Nc3ccccc3F)C(=O)N2Cc2ccco2)cc1 (stereo not given),·,3,49,60,8,-9,0,2.3,-6,7
CCCOc1c(OC)cccc1C1CC(=O)Nc2cc3c(cc21)OCO3 (stereo not given),-17,-10,31,24,-3,2,8,-1.7,-31,9
Cc1ccc(C(=O)N2CCN(c3cccc(Cl)c3)CC2)cc1C,-19,-3,56,50,-1,1,5,-2.7,-19,8
CCN1CNC(=S)N(C(C)c2ccccc2)C1 (stereo not given),·,-4,92,95,10,-8,0,-1.7,1,10
COc1ccc(NC(=O)CNS(=O)(=O)c2cccs2)cc1,·,-13,95,91,2,-1,0,-3.4,-13,9
Cc1[nH]n(-c2ccccc2)c(=O)c1N=Nc1nccs1,·,34*,27,16,13,-2,5,-2.0,-39,9
CC(C)CC(C(=O)NC(=O)NCc1ccccc1)N1C(=O)c2ccccc2C1=O (stereo not given),12,-3,99,96,6,2,1,-2.6,-27,7
COC(=O)CC/C(O)=C1/C(=N)CC(C)(C)CC1=O,-4,-8,105,109,6,4,0,-0.1,-17,6
CCCCC(=O)Nc1c(O)c2ccccc2[nH]c1=O,-29,-26,95,104,3,0,1,-2.6,8,8
CC(NC(=O)c1ccc2c(c1)OCO2)C1CCCO1 (stereo not given),-34,1,90,96,6,-3,1,-0.9,-41,6
CCOc1ccccc1NS(=O)(=O)c1ccc2c(c1)n(C)c(=O)c(=O)n2C,-17,4,82,93,-8,4,2,-1.1,-13,9
O=C(CC(c1ccccc1)c1ccco1)N1CCOCC1 (stereo not given),0,·,101,98,-6,·,1,-2.3,-20,5
CCOC(=O)c1[nH]c2ccccc2c1NC(=O)c1ccco1,-14,-16,81,97,13,0,-3,-1.7,-10,12
Cc1ccc2cccc(NC(=S)NC(=O)c3c(Br)cnn3C)c2n1,-21,·,59,57,7,·,1,-2.3,-18,6
Cc1cc(C)c2c3c(sc2n1)C(c1cccc(F)c1)C(C#N)=C(N)O3 (stereo not given),-6,-6,20,32,0,-1,-1,-6.9,24,5
CCc1cc2c(SCC(=O)C(C#N)=C3N(C)c4ccccc4N3C)ncnc2s1,·,-22,96,97,-2,-1,5,2.6,-31,10
Cc1cc(C(=O)NNC(=S)NC(C)c2ccccc2)c2ccccc2n1 (stereo not given),16,-21,105,95,-6,-3,6,-2.9,-1,15
CCN(C1CCCCC1)S(=O)(=O)c1cn(C)c(=O)n(C)c1=O,·,5,93,103,0,1,-1,-1.2,-75,5
COc1ccc(CN2CN(c3ccc(Cl)cc3)C(=O)N(n3cnnc3)C2)cc1,-2,-6,80,93,-6,·,-3,-2.0,-43,5
Cc1c(C(=O)NNC(=S)Nc2cccc(Cl)c2)nnn1-c1ccccc1,·,2,101,97,-2,-2,16,1.8,-31,6
Cc1cc(-c2[nH]nc3c2C(c2ccc(Cl)cc2)C(C#N)=C(N)O3)c(C)s1 (stereo not given),-17,·,99,91,-1,·,69*,-3.9,-64,5
O=C(CCC(=O)OCC(=O)c1ccc(Br)cc1)NC1CCCCC1,3,-12,104,104,-10,1,1,-0.2,-21,2
COc1ccc(N2CCN(c3ncnc4nc[nH]c34)CC2)cc1,-22,-8,97,108,5,0,2,-0.3,5,0
CCOc1ccc(NC(=O)CSc2nnc(-c3ccco3)n2C)cc1,-25,-20,91,98,8,1,2,-4.0,-27,5
O=C(Nc1cc2c(cc1Cl)OCCCO2)c1ccccc1,8,-22,89,81,-4,·,2,0.2,-21,5
COc1ccc(-n2c(C)nc3cc(C(=O)NCc4ccco4)ccc32)cc1,-7,-5,94,87,-4,0,2,-4.0,-35,6
CC(C)Cc1cc(C(=O)N2CCN(C(c3ccccc3)c3ccccc3)CC2)no1,·,-3,103,90,-3,0,6,1.0,-56,10
CCOCCCNCc1c(Cl)cccc1Cl,·,2,92,106,5,-3,1,-1.4,-16,12
CC(=O)c1ccc(NC(=O)c2ccn[nH]2)cc1,·,-8,91,86,15,1,0,0.1,-38,11
COc1ccc(C2=NC(C(F)(F)F)(C(F)(F)F)c3c(n(C)c(=O)n(C)c3=O)N2)cc1,-28,-15,75,87,3,0,0,-4.1,9,3
C=CCn1cc(C(=O)NCC2CCCO2)c(=O)c2cc(S(=O)(=O)N3CCCCCC3)ccc21 (stereo not given),5,-15,78,83,-7,0,4,-1.8,-71,·
CC(C)Nc1nc(NC(C)C)nc(N(C)n2cnnc2)n1,·,-3,87,84,-3,-1,-2,0.2,-28,3
Nc1nnc(CCCCc2cccs2)o1,·,-2,91,99,-3,-4,-1,-2.3,-11,25
Oc1ccccc1C1N=C(c2ccccc2)NC(c2ccccc2)=N1,13,-1,95,81,8,1,0,-0.5,-11,1
N#Cc1c(NC(=O)CSc2nc3ccccc3s2)sc2c1CCCC2,17,1,91,97,9,1,11,-1.4,-28,17
Cc1ccccc1C(=O)NC1CCS(=O)(=O)C1 (stereo not given),-9,-5,92,109,-1,-1,3,0.6,-46,6
Nc1nn(-c2ccccc2)c(N)c1N=Nc1ccc2c(c1)OCO2,9,-4,17,23,16,1,0,-2.9,-32,1
O=C(Nc1ccccc1C(=O)O)c1cccc(NC(=O)c2ccc(Br)o2)c1,-29,-5,112,102,7,0,5,-1.4,2,2
COc1ccc2nc(NC(=O)CSc3nnc(-c4ccoc4C)n3C)sc2c1,-3,-16,93,87,13,-1,0,-2.8,-60,19
CNC(=O)NC(=O)CSc1nnc(C(F)(F)F)n1C,6,-6,89,95,-12,-1,1,-0.4,-24,2
COc1ccc(CCNC(=O)NC23CC4CC(CC(C4)C2)C3)cc1,-3,-2,54,60,3,2,3,3.0,-64,4
Cc1cccc(N2CCN(C(=S)NCc3ccco3)CC2)c1C,·,-5,81,85,3,-3,0,-1.8,-4,0
CCCOc1ccc(-c2nn(-c3ccccc3)cc2/C=C2\SC(N)=NC2=O)cc1C,·,7,71,60,13,-16,1,-2.6,-26,17
COc1ccc(NC(=O)CSc2nc(C)c3c(c2C#N)CCCC3)cc1,10,-15,80,84,13,-1,2,0.0,-29,0
CCOc1ccc(CONS(=O)(=O)c2ccc(NC(C)=O)cc2)cc1Cl,8,-3,79,89,-1,-5,0,-2.0,-12,6
O=C(O)C1CCCCC1C(=O)Nc1ccccc1Cl (stereo not given),-67,-11,83,90,2,·,1,-2.2,7,7
O=C(Nc1ccc(NC(=O)c2cccs2)cn1)c1ccco1,-46,-2,93,88,10,-5,-2,-2.9,-19,22
O=[n+]1cc(-c2ccc(F)cc2)n([O-])c2c1CCC2,-19,-11,93,94,-4,0,-2,0.1,-26,17

# Part of the list above in order of SMILES length, low to high:
canonical_smiles,E-sel TNF inh,Yeast life ext,bCat KO growth,PTEN del growth,GALR2 antag,Phagocyt inh,NPY-Y2 antag,MRP1 act,BB579 growth dn,Measles CPE
O=C(Nc1ccc(NC(=O)c2cccs2)cn1)c1ccco1,-46,-2,93,88,10,-5,-2,-2.9,-19,22
COc1ccc(-n2c(C)nc3cc(C(=O)NCc4ccco4)ccc32)cc1,-7,-5,94,87,-4,0,2,-4.0,-35,6
CCCOc1ccc(-c2nn(-c3ccccc3)cc2/C=C2\SC(N)=NC2=O)cc1C,·,7,71,60,13,-16,1,-2.6,-26,17

# (next part)
canonical_smiles,E-sel TNF inh,Yeast life ext,bCat KO growth,PTEN del growth,GALR2 antag,Phagocyt inh,NPY-Y2 antag,MRP1 act,BB579 growth dn,Measles CPE
O=C1C2C3CCC(C3)C2C(=O)N1CNc1ccc(F)cc1 (stereo not given),28,-6,95,101,0,-1,2,0.2,-14,9
Cc1noc(C)c1C(=O)OCC(=O)c1cc(C)n(Cc2ccccc2Cl)c1C,·,-10,15,29,-1,-2,10,3.8,-24,37
Cc1ccc(S(=O)(=O)Nc2ccc3ncccc3c2)cc1,·,5,20,27,18,0,2,5.2*,-24,7
Cc1[nH]c2ccc(OCc3ccccc3)cc2c1CCN1C(=O)OC(C)(C)C1(C)O (stereo not given),11,-8,104,95,-2,·,-1,-1.8,-19,5
C=CC(=O)NCCCc1cc(C(C)(C)C)c(O)c(C(C)(C)C)c1,15,-4,85,75,-3,-8,5,-0.3,4,23
Cc1c(C#N)c(N)nc2c3c(sc12)NC(=O)CC3c1ccccc1 (stereo not given),·,3,80,78,-7,2,11,-3.2,-10,12
CCOc1ccc(C2/C(=C(/O)c3ccc(F)cc3)C(=O)C(=O)N2CCCN(C)C)cc1 (stereo not given),-9,-12,97,100,7,·,-2,-0.1,-64,19
CC(Sc1ccc(S(=O)(=O)N2CCOCC2)cc1[N+](=O)[O-])C(=O)O (stereo not given),·,0,87,100,7,-5,0,-1.1,-10,6
CCn1c(NC(=S)Nc2ccccc2)nc2ccccc21,32,-11,87,81,17,·,4,-3.9,-33,8
CC(c1ccc(C(C)(C)C)cc1)S(=O)CC(O)CO (stereo not given),-10,1,86,88,-3,-2,3,-1.4,-25,6
Cn1c(=O)c(NCCO)c2c3c(cccc31)C(=O)c1ccccc1-2,-6,1,92,92,18,-1,4,-4.0,-39,7
COC(=O)CN1C(c2cccc(Cl)c2)=Nc2ccc(Cl)cc2C1c1ccccc1 (stereo not given),·,11,63,59,14,-12,28*,-3.3,-52,2
COCCn1c(SCC(=O)Nc2ncc(C)s2)nc2sc3c(c2c1=O)CCC3,0,8,75,78,-6,-1,5,-1.2,-30,19
c1cc2c3c(cccc3c1)NC1(CCCCC1)N2,17,3,91,92,18,0,0,-1.0,-29,17
COC(=O)CCc1c(C)nn(-c2ccccc2)c1C,-2,-15,91,104,-2,1,3,-0.5,-33,7
CCOC(=O)Nc1ccc(S(=O)(=O)Nc2nc(C)cc(C)n2)cc1,-2,1,99,107,5,-3,1,-1.1,-23,16
Cc1cc(CNC(=O)[C@H]2C[C@@H]2[C@H](NP(=O)(c2ccccc2)c2ccccc2)c2ccccc2)nn1C,26,3,90,92,8,·,2,-2.2,-38,6
Cc1ccccc1CN(c1ccc(C(=O)N2CCc3ccccc3C2)cc1)S(C)(=O)=O,14,-9,74,67,-2,·,4,-2.6,-6,5
COc1ccccc1-n1c(COc2ccccc2-c2ccccc2)nnc1SCC(=O)c1c(N)n(C)c(=O)n(C)c1=O,·,0,92,94,17,-3,2,0.1,-50,14
CCc1[nH]nc2c1C(C(C)C)C(C#N)=C(N)O2 (stereo not given),·,·,67,85,·,·,·,-4.4,-27,6

# Screens as filed in PubChem.
